# Compound activity as filed in PubChem BioAssay.
# MITF inh = inhibitors of human MITF | O75030 | AlphaScreen MITF homodimerization, bead proximity signal | inhibition, % at 2.6 µM | 0.91% of 650,000 active | AID 1259374; in the data active means inhibition above about 50%;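 further: 0% = vehicle wells with protein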
# FBW7 act = human FBW7 E3 ligase activation, primary screen; AlphaScreen FBW7–phospho-cyclin E peptide binding, activator screen; normalized activity (activation), % at 26.1 µM; AID 1259310; 0.13% of 650,000 active; in the data active means normalized activity above about 1.9%;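 further: purified mutant Fbw7 with reduced substrate affinity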
# Target sequence (Q969H0 whole entry, looked up): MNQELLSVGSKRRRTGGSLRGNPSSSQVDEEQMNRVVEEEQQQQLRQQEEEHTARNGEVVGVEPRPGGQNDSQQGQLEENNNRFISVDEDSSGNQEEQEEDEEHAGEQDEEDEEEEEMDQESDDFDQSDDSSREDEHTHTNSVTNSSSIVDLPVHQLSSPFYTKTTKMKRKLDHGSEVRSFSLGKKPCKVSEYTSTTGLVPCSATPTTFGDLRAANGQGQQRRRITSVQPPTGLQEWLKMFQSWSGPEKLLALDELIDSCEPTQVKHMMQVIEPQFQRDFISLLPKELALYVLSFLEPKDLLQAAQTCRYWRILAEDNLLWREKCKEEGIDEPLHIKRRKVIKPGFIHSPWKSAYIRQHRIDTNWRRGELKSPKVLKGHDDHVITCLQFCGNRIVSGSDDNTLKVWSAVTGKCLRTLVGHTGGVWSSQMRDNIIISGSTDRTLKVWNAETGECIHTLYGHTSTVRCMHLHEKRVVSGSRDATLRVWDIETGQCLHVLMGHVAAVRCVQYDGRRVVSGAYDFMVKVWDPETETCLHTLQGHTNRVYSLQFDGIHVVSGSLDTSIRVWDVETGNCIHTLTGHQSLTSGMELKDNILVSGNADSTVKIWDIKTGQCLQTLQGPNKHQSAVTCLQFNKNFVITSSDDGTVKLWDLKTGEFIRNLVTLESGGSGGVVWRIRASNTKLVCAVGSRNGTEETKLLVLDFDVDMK
# GPR151 activ = activates the human receptor GPR151 | PathHunter beta-arrestin GPR151 cells, luminescence | activation, % at 11.2 µM | 1% of 650,000 active; in the data active means activation above about 4.9%;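 further: 0% = median of compound wells and 100% = cells with positive control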
# TEAD-YAP block = TEAD-YAP interaction inhibition. HEK-TIYL cells, TEAD-Gal4/YAP UAS-luciferase luminescence. 1.4% of 640,000 active. inhibition, % at 9.12 µM; in the data active means inhibition above about 32%;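 further: 0% = median of test compound wells and 100% = reference inhibitor wells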
# * = called active by the depositor.
no.	mol	MITF inh	FBW7 act	GPR151 activ	TEAD-YAP block
1	C#CCOc1c(Br)cc(/C=C2/NC(=O)NC2=O)cc1OCC	-2	-0.2	-0.2	-1
2	C=CCC1S/C(=N\N=C\c2ccc(N(C)C)cc2)NC1=O (centres undefined)	3	-0.1	-0.7	4
3	CCn1c(=O)c([N+](=O)[O-])c(NC2CCCCC2)c2ccccc21	18	0.2	0.1	11
4	N#C/C(=C/c1ccc(N2CCOCC2)o1)C(=O)NC1CCCCC1	2	0.1	0.6	-34
5	CCOC(=O)c1sc2nc(-c3ccc(OC)cc3)cn2c1C	3	0.9	-0.2	-58
6	CCOC(=O)CC(=O)CSc1nc2c(sc(=S)n2-c2ccccc2)c(=O)n1Cc1ccco1	6	0.3	-0.6	2
7	O=C1c2ccccc2NC(/C=C/c2ccccc2)N1c1cccc(C(F)(F)F)c1 (centres undefined)	-3	0.0	0.0	-27
8	CCn1c2cc(C)sc2c2cnn(CC(=O)N3CC(C)CC(C)C3)c(=O)c21 (centres undefined)	6	-0.1	-0.4	-3
9	CC(=O)c1cccc(NC(=O)COc2ccc(S(=O)(=O)NC3CCCC3)cc2)c1	-2	0.0	-0.5	4
10	Cc1ccc(-c2ccc(/C=C3/NC(=O)NC3=O)o2)cc1[N+](=O)[O-]	17	0.0	0.8	-1
11	CCCc1c(C(=O)OCC)[nH]c2c1C(=O)CC(C)(C)C2	-13	-0.1	0.4	-7
12	CCc1ccc(C(=O)NC(Cc2c[nH]c3ccccc23)C(=O)OCC(=O)c2ccc(OC)cc2)cc1 (centres undefined)	16	0.0	0.0	12

# Single records (already shown):
# Profile of `N#C/C(=C/c1ccc(N2CCOCC2)o1)C(=O)NC1CCCCC1` : MITF inh: 2; FBW7 act: 0.1; GPR151 activ: 0.6; TEAD-YAP block: -34
# Profile of `Cc1ccc(-c2ccc(/C=C3/NC(=O)NC3=O)o2)cc1[N+](=O)[O-]` : MITF inh: 17; FBW7 act: 0.0; GPR151 activ: 0.8; TEAD-YAP block: -1
# Profile of `CCOC(=O)CC(=O)CSc1nc2c(sc(=S)n2-c2ccccc2)c(=O)n1Cc1ccco1` : MITF inh: 6; FBW7 act: 0.3; GPR151 activ: -0.6; TEAD-YAP block: 2

# Further compounds follow:
no.	mol	MITF inh	FBW7 act	GPR151 activ	TEAD-YAP block
13	O=C(O)C1Cc2c([nH]c3ccccc23)C(c2ccc(C(F)(F)F)cc2)N1 (centres undefined)	-2	0.0	-1.6	6
14	Cc1ccc(C(=O)Nc2ccc(-c3nc4ncccc4o3)cc2)cc1[N+](=O)[O-]	-12	0.2	-1.2	-7
15	CCCNC(=O)CCS(=O)(=O)c1ccc2c(c1)n(C)c(=O)c(=O)n2C	7	-0.1	-1.0	0
16	Clc1ccc(Nc2nc(-c3cccc4ccccc34)cs2)cc1	-4	-0.1	1.8	-18
17	COc1ccc(/C=C2\C(=O)N(c3ccccc3)C3=C2C(c2ccc(Br)cc2)N(c2ccccc2)C3=O)cc1OC (centres undefined)	3	-0.1	0.8	-9
18	COCCn1c(C)cn2c3c(=O)n(Cc4ccc(C)cc4)c(=O)n(C)c3nc12	3	0.1	1.1	-5
19	Cc1ccc(Nc2c3c(nc4ncnn24)CCC3)cc1	-2	-0.2	-0.4	-3
20	COc1ccc(Nc2ncnc3c2cnn3-c2ccc(Cl)cc2)c(OC)c1	12	0.4	0.5	-22
21	CC(C)CC(CO)NC(=O)c1cnc2sccn2c1=O (centres undefined)	-9	0.0	-0.4	-4
22	CCCNC(=O)c1c[nH]c2ccc(S(=O)(=O)N(C)c3ccc(C(C)C)cc3)cc2c1=O	7	0.5	0.9	6
23	COc1cccn2c(C(=O)N3CCOCC3)c(C(F)(F)F)nc12	13	1.7	-0.2	-2
24	CCN1CC=C2C(C#N)=C(N)C(C#N)(C#N)C(c3ccccc3OC)C2C1 (centres undefined)	-3	-0.2	-0.4	-3
25	COc1ccc(S(=O)(=O)Nc2nc(C(F)(F)F)cs2)cc1	-1	0.4	0.1	-9
26	O=C(NCc1ccc(Cl)cc1)c1nccnc1CO	2	0.6	-0.2	0
27	O=C(c1ccc(S(=O)(=O)c2ccccc2Cl)c([N+](=O)[O-])c1)N1CCN(Cc2ccccc2)CC1	8	0.0	1.7	33*
28	COc1ccc(/C(C)=N/NC(=S)NC(C)C)cc1CSc1ncccn1	0	0.1	0.7	10
29	CC12CCC(C(=O)Nc3nccs3)(c3nc4ccccc4nc31)C2(C)C (centres undefined)	11	0.0	-1.2	3
30	Cc1ccc(N2C(=O)/C(=C/c3ccccc3F)N=C2c2ccc(Br)cc2)cc1	5	-0.1	0.7	12
31	CCOC(=O)N1CCc2nc(NC(=O)C(C)C)sc2C1	-4	-0.3	2.2	-7
32	CCCC(=O)c1c(C)c2ccccc2n1C	27	0.7	2.1	6
33	CC(=O)c1ccc(OCCCC(=O)NCc2ccc3c(c2)OCO3)cc1	-7	0.1	-0.3	3
34	COC(=O)CSc1nc2cc(C)cc(C)c2cc1C#N	5	-0.1	0.3	-1
35	CCCCc1ccc(NC(=O)c2ccc(N(C)S(C)(=O)=O)cc2)cc1	-10	-0.1	0.5	35*
36	c1ccc2c(-c3nnc4n3CCCCC4)cc(-c3ccncc3)nc2c1	3	0.0	0.2	8

# The last four records of the section before are carried over, then new ones follow:
no.	mol	MITF inh	FBW7 act	GPR151 activ	TEAD-YAP block
33	CC(=O)c1ccc(OCCCC(=O)NCc2ccc3c(c2)OCO3)cc1	-7	0.1	-0.3	3
34	COC(=O)CSc1nc2cc(C)cc(C)c2cc1C#N	5	-0.1	0.3	-1
35	CCCCc1ccc(NC(=O)c2ccc(N(C)S(C)(=O)=O)cc2)cc1	-10	-0.1	0.5	35*
36	c1ccc2c(-c3nnc4n3CCCCC4)cc(-c3ccncc3)nc2c1	3	0.0	0.2	8
37	Cc1cccc(NS(=O)(=O)c2cc3[nH]c(=O)c(=O)[nH]c3cc2C)c1	3	0.1	-0.4	3
38	O=C(CCOc1ccccc1)Nc1ccnn1C1CCN(C(=O)c2cnccn2)CC1	12	0.1	-0.3	-8
39	CCN(CC)CCCn1c2c(c(SCC(=O)Nc3ccc(F)cc3)nc1=O)CCC2	7	0.0	-0.7	11
40	Cc1ccc(N2CC(C(=O)OCC(=O)Nc3ccc(C(N)=O)cc3)CC2=O)cc1 (centres undefined)	-12	0.0	0.4	-14
41	N#CCNC(=O)c1cc2nc3c(c(C(F)(F)F)n2n1)CCc1ccccc1-3	5	-0.1	0.6	-8
42	CCC(Oc1ccccc1)C(=O)N(C)C (centres undefined)	-14	-0.3	0.2	-4
43	Cc1ccc(S(=O)(=O)Nc2ccc([N+](=O)[O-])cc2)cc1	15	0.3	4.3	-5
44	CCN(CC)S(=O)(=O)c1cccc(C(=O)Nc2ccccc2C(=O)N2CCC(C)CC2)c1	-2	-0.1	2.1	4
45	Cc1ccc(C(=O)COC(=O)c2ccccc2Sc2ccc([N+](=O)[O-])cc2)cc1	17	0.2	0.1	1
46	CSc1ccc(CC(=O)Nc2ccc3nc(C)sc3c2)cc1	6	-0.2	1.6	-33
47	COc1ccc(-c2nnc(SCc3ccc([N+](=O)[O-])cc3)n2C)cc1OC	2	-0.1	0.2	2
48	CC(C(=O)O)N1C(=O)c2cccc3cccc(c23)C1=O (centres undefined)	-4	-0.1	2.0	7
49	CC(C)c1ccc(NC(=O)N[C@H]2C[C@H]3C(=O)N[C@@H](Cc4ccccc4)C(=O)N3C2)cc1	11	0.1	0.3	8
50	O=C1CC(/C=C/c2ccncc2)=Nc2ccccc2N1	-7	-0.1	0.0	6
51	CC(C)(C)C1CCc2c(sc(NC(=O)c3ccncc3)c2C(=O)Nc2ccccc2Cl)C1 (centres undefined)	4	0.0	2.8	4
52	N#C/C(=C/c1ccc(C(=O)O)cc1)c1ccc(F)cc1	-8	-0.1	-1.3	3
53	O=C(/C=C/Nc1ccccc1)/C=C/Nc1ccccc1	3	-0.1	0.4	7
54	CC(Oc1ccc(Cl)cc1Cl)C(=O)NNC(=O)C(=O)NCc1ccccc1 (centres undefined)	-2	0.0	-0.2	3
55	COc1cc2nc(CN(C)C(C)c3ccon3)nc(N)c2cc1OC (centres undefined)	-5	-0.1	-0.3	-3
56	N#C/C(=C\c1cc(Br)ccc1OCc1ccc(Cl)cc1Cl)c1nn(-c2ccccc2)c(N)c1C#N	3	0.2	-0.3	8
57	CCOc1ccc(C2C(C(C)=O)=C(O)C(=O)N2Cc2cccnc2)cc1 (centres undefined)	-20	-0.1	-0.5	-5
58	O=C(COc1ncnc2ccccc12)N1CCCCC1	4	0.0	-1.5	8
59	O=C1NC2(CCN(C(=O)C3CC(=O)N(c4ccc(F)cc4)C3)CC2)Oc2ccccc21 (centres undefined)	15	-0.1	-0.5	-12
60	COC(=O)C1=C(C)NC(=O)NC1c1cc(Br)cc(OC)c1OC (centres undefined)	11	0.0	1.1	18

# Entries by screen from above:
# Entries 51–56 in FBW7 act read 0.0, -0.1, -0.1, 0.0, -0.1, 0.2
# Entries 51–56 in MITF inh read 4, -8, 3, -2, -5, 3
# Entries 51–56 in GPR151 activ read 2.8, -1.3, 0.4, -0.2, -0.3, -0.3

# The listing continues.
no.	mol	MITF inh	FBW7 act	GPR151 activ	TEAD-YAP block
61	O=C(Cc1cn(-c2ccc(Nc3ccc4ncccc4c3)nn2)c2ccccc12)NCCc1ccc(O)cc1	11	-0.1	-0.6	11
62	COc1ccc(C2N(c3ccc(Cl)cc3)CCN2c2ccc(Cl)cc2)cc1[N+](=O)[O-]	3	0.0	-0.3	-10
63	CCc1ccc(OCC(=O)N(Cc2nc(-c3ccccc3)no2)C(C)C)cc1	-1	-0.1	-0.5	-2
64	O=C(Nc1cccc(I)c1)c1ccc2c(c1)OCO2	-8	0.0	-3.6	-23
65	O=c1[nH]c2cc([N+](=O)[O-])c([N+](=O)[O-])cc2nc1/C=C(\O)c1ccc(F)cc1	7	0.0	0.5	-5
66	COc1ccc(N/C(C)=C/C(=O)c2ccc(C)o2)c(OC)c1	8	-0.4	-0.7	-9
67	Cc1cccc(OCCOc2ccc([N+](=O)[O-])cc2/C=N/n2cnnc2)c1	-11	-0.1	-1.2	-6
68	O=c1[nH]c(/C=C\c2c(Cl)cccc2Cl)nc(O)c1[N+](=O)[O-]	23	-0.1	4.2	-6
69	COc1ccc(-c2nc(NC(=O)c3cccc(OC)c3OC)sc2C)cc1	10	0.0	-0.6	-8
70	COc1ccc(-c2nc(CS(=O)CC(=O)N3CCc4ccccc43)c(C)o2)cc1OC (centres undefined)	11	0.2	0.6	-3
71	COc1ccc(C(c2c(C)[nH]n(-c3ccccc3)c2=O)c2c(C)[nH]n(-c3ccccc3)c2=O)cc1OC	1	-1.3	0.2	-16
72	Cc1cc(-c2nnc(CCC(=O)NCCC3CCCN3C)o2)c(C)o1 (centres undefined)	6	0.2	-0.6	0
73	N#Cc1c(NC(=O)c2cc([N+](=O)[O-])ccc2Cl)sc2c1CCCC2	9	0.1	1.8	49*
74	COc1ccc([C@@H]2C[C@H](C(=O)N3CCOCC3)N(C)S(=O)(=O)N2)cc1OC	-1	0.0	-0.6	3
75	Cc1ccc(NC(=O)CSc2nc(-c3ccc(Cl)cc3)cn2-c2ccc(C)cc2)cc1	8	-0.1	-0.2	-3
76	Cc1ccc(-c2nc3cc(Cl)ccc3o2)cc1NS(=O)(=O)c1ccccc1	12	-0.1	-1.1	-8
77	C#CCOc1cc(Br)c(/C=C2/NC(=O)NC2=O)cc1OC	13	1.0	-0.3	7
78	CNC(=O)C(=O)c1cc(C)n(-c2nccs2)c1C	3	0.0	0.2	8
79	CCOC(=O)N1CCC(c2nc(C)sc2C(=O)NCc2ccc(Cl)cc2)CC1	21	0.6	-0.5	-11
80	COc1ccc(N2C(=O)CSC2c2ccccc2F)cc1 (centres undefined)	-6	-0.2	-0.5	-3
81	COc1cccc(CN2CCC(CNc3ccc(-c4ccncc4)cc3)C2)c1 (centres undefined)	63*	0.0	-2.0	-6
82	CCN1CCN(C(=O)c2ncoc2-c2ccc3ccccc3c2)CC1	-7	-0.1	-0.2	-7
83	Cc1cccnc1NC1c2ccccc2C(=O)N1Cc1ccccc1 (centres undefined)	-13	0.0	-0.4	-7
84	CC(C)(C)N1C(=O)c2ccc(C(=O)Nc3ccccc3C(=O)O)cc2C1=O	-3	0.0	-0.2	-14
85	COc1ccc2[nH]c3c(=O)n(CCCCC(=O)N4CCN(C)CC4)c(=S)[nH]c3c2c1	0	-0.1	1.4	11
86	CCCc1cc(Nc2ccc([N+](=O)[O-])cc2)n2ncnc2n1	2	0.7	-0.8	-3
87	C=CCc1ccccc1OCCOc1c(I)cc(/C=C2/C(=N)N3N=C(CC)SC3=NC2=O)cc1OC	13	0.0	-0.8	-3
88	CCOC(=O)c1sc(N2C(=O)C(O)=C(C(=O)c3ccco3)C2c2cccc(Cl)c2)nc1C (centres undefined)	43	-0.1	0.4	-13
89	C#CCOc1ccc(Br)cc1/C=N/O	-8	0.1	3.1	-12
90	CCOC(=O)[C@@H]1CCNC[C@@H]1c1ccccc1	6	0.0	0.8	4
91	COc1ccc(COC(=O)NNC(=O)COc2ccc(Cl)cc2)cc1	4	0.8	-0.7	-4
92	CC1=CC2=NC(=O)/C(=C\c3ccc(-c4cccc([N+](=O)[O-])c4)o3)C(=N)N2O1	9	-0.2	-0.7	-6
93	Cc1ccc(OCCCCn2ccnc2)c([N+](=O)[O-])c1	50	0.0	-0.1	-8
94	COc1ccc(C2=NN(S(=O)(=O)c3ccccc3)C(c3cc4cccc(C)c4nc3Cl)C2)cc1 (centres undefined)	10	0.1	-0.6	13
95	COC(=O)C1CCN(C(=O)C(=O)c2c[nH]c3ccccc23)CC1	2	-0.1	-0.2	1
